Bioassay records deposited in PubChem BioAssay by National Center for Advancing Translational Sciences (NCATS).
TRHR agonist – activates the human TRH receptor; P34981; TRHR cells, calcium flux fluo-8, FDSS agonist mode; activation, % at 2 µM; 360,000 compounds, 0.18% hits; in the data active = activation above about 30%; note: 0% is about no effect
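TRHR-expressing cells loaded with fluo-8 calcium dye; 23 nL library compound pin-transferred, kinetic FDSS fluorescence (Ex 480/Em 530) recorded about 180 s for agonist-induced calcium release, before a 10 nM TRH EC20 addition for potentiator mode.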
Pin1 inh – human Pin1 inhibition | Q13526 | Pin1 FP peptide displacement, HiFluor488, 10 min | Potency, µM (top dose mostly 115 µM), inactives show at the highest dose activity, negative = inhibition, actives largely listed as inhibitors | 390,000 compounds, 0.009% hits | AID 504891; active = well fitted inhibition curve with a large enough effect in the polarisation, with a control signal flat, not every such curve was filed as active; inconclusive = small, poorly fitted or top-dose-only effect, or effect the other way, or a change in a side signal; inactive = no such curve, though single readings can be large or run the other way; the % refers to the polarisation; note: potency is the fitted concentration of half-maximal effect; % is set by controls: 0 for no effect and ±100 for the full control effect
Target sequence (Q13526 whole entry, looked up): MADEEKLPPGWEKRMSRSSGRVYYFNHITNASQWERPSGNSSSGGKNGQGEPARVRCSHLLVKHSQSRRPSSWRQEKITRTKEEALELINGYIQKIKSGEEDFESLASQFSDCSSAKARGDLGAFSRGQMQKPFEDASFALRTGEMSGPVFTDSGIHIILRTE
USP1 inh – inhibitors of human USP1/UAF1 deubiquitinase. recombinant USP1/UAF1, Ub-Rhodamine cleavage fluorescence. 390,000 compounds, 0.23% hits. AID 743255. Potency, µM (top dose mostly 57.1 µM), inactives show top-dose activity change, negative = inhibition, actives largely listed as inhibitors. O94782; note: potency is the fitted concentration of half-maximal effect; % is set by controls: 0 for no effect and ±100 for the full control effect; nearly all actives have a fitted effect of over 60% in size; inactives centre near -12
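1 nM enzyme complex + cpd, 15 min RT; start with Ub-Rho 150nM final; kinetic fluorescence ex 480/em 540, 6 reads q60 s. Buffer 50mM HEPES pH 7.8, 0.5mM EDTA, 0.1 mg/ml BSA, 1mM TCEP, 0.01% Tween-20.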
D2 antagonist – antagonizes the human D2 dopamine receptor; P14416; HEK293 TREx D2 cells, calcium flux, dopamine EC80; inhibition, % at 10 µM; 340,000 compounds, 2% hits; AID 485344; in the data active = inhibition above about 30%; note: 0% is about no effect
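Measurement of antagonist activity uses fluorescent calcium dye in inducible HEK293 T-REx D2 cells: 10 s baseline, compound addition with 180 s read, EC80 dopamine addition with a further 180 s read.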
IDH1 R132H inh – human IDH1 R132H inhibition; O75874; IDH1-R132H enzyme, NADPH consumption, diaphorase/resazurin fluorescence; Potency, µM (series often up to 76.6 µM), for inactives: top-dose activity change, negative = inhibition, usual class: inhibitors; 390,000 compounds, 0.093% hits; AID 602179; note: potency is the fitted concentration of half-maximal effect; % is set by controls: 0 for no effect and ±100 for the full control effect; nearly all actives have a fitted effect of over 65% in size
Target sequence (O75874 whole entry R132H, stated change not applied): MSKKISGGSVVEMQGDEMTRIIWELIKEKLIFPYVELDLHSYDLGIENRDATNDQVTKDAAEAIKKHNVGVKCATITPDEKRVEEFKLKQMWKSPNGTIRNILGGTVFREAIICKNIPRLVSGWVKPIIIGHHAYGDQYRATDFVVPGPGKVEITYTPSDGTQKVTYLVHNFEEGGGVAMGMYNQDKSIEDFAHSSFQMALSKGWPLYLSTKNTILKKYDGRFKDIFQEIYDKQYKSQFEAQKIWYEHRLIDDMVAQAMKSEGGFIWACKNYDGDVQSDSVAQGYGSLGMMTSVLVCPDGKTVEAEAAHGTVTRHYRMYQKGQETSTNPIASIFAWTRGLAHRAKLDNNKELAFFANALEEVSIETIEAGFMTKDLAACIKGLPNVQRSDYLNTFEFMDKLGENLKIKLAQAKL
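IDH1-R132H (0.5 ug/mL dispensed) in pH 7.5 Tris buffer was preincubated 30 min with compound, then given a substrate mix of 0.016 mM NADPH and 2 mM alpha-KG for 80 min at room temperature; remaining NADPH was read by diaphorase/resazurin fluorescence.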
TrxR1 substrate – is turned over as a substrate by rat TrxR1 | O89049 | purified TrxR1 substrate turnover, NADPH consumption readout | Potency, µM (doses to about 114 µM), inactives show at the highest dose activity change, negative = substrate turnover | 390,000 compounds, 0.01% hits; note: potency is the fitted concentration of half-maximal effect; % is set by controls: 0 for no effect and ±100 for the full control effect; nearly all actives have a fitted effect of over 50% in size
Target sequence (O89049 whole entry, looked up): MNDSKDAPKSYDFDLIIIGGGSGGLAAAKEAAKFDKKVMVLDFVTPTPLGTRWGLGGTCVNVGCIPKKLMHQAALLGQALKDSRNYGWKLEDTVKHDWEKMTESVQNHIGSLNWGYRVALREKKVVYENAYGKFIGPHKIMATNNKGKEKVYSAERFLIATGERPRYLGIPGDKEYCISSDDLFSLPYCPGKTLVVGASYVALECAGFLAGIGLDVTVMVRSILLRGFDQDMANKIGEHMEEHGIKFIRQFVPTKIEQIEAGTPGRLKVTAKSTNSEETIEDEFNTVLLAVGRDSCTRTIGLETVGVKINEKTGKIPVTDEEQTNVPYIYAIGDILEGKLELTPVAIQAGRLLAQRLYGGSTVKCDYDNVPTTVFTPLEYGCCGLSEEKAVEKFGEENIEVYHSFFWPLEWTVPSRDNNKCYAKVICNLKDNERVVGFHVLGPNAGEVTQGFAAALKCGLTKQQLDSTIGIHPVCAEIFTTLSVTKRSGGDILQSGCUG
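Rat TrxR1, dispensed at 90 nM, was prereduced with 400 uM NADPH (final) for 5 min at ~22 deg C, then incubated with compound 15 min before 400 uM selenite. A first-read NADPH fluorescence drop versus no-compound background flagged substrates.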
D2 ag – D2 dopamine receptor (human) agonism; HEK293 T-REx D2 cells, calcium flux agonist mode; activation, % at 2 µM; 340,000 compounds, 0.53% hits; AID 485358;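 active = activation over 3 SD above normal in the single-dose calcium agonist read, cut at about 30% in these data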; note: 0% is about no effect
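Agonism scored from kinetic calcium signal (1 read/sec, 180 s) following compound pin transfer, after a 10 s baseline. Cells: HEK293 Trex line expressing inducible D2 receptor coupled to calcium, dye-loaded after overnight culture at 30 C.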
TRHR PAM – allosterically enhances the human TRH receptor; TRHR cells, fluo-8 calcium fluorescence, EC20 TRH enhancement; AID 493056; enhancement, % at 2 µM; 360,000 compounds, 0.66% hits; in the data active = enhancement above about 30%; note: 0% is about no effect
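Enhancer read-out: after compound pinning and an initial kinetic agonist-mode read, an EC20 of TRH (10 nM final) was injected and fluo-8 calcium signal (Ex 480/Em 530) followed at 1 s/cycle for 100 cycles in TRHR-expressing cells.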
TrxR1 inh – rat TrxR1 inhibition | recombinant rTrxR1, NADPH fluorescence consumption, selenite substrate | Potency, µM (top dose mostly 114 µM), for inactives: at the top dose activity change, negative = inhibition, actives largely listed as inhibitors | 390,000 compounds, 1% hits; note: potency is the fitted concentration of half-maximal effect; % is set by controls: 0 for no effect and ±100 for the full control effect; nearly all actives have a fitted effect of over 65% in size
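Rat TrxR1 (90 nM in the dispensed reagent) was pre-reduced with 400 uM NADPH for 5 min at room temperature, then incubated with compound for 15 min. After 400 uM selenite was added, NADPH fluorescence (Ex 340/Em 450 nm) was followed for 8 min.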
An asterisk follows results filed as active; [ ] = another dose, or the depositor's remark. Unless noted, calls come from the whole dose curve; as a rule, active = well fitted inhibition curve with a large enough effect; inconclusive = small, poorly fitted or top-dose-only effect; inactive = no such curve, though single readings can be large or run the other way. Not all compounds are listed. The share of hits here may be higher or lower than overall.

Results for CSC1=NSC2=NC(=O)/C(=C\c3coc4ccccc4c3=O)C(=N)N12 ?
TRHR agonist: 120.9*; Pin1 inh: inconclusive; USP1 inh: 22.4µM*; D2 antagonist: 29.8; IDH1 R132H inh: 0.4%; TrxR1 substrate: -15.1%; D2 ag: 109.7*; TRHR PAM: 18.5; TrxR1 inh: inconclusive

What do the screens show for `Cc1ccc(OCC(=O)Nc2nnc(SCc3cc(=O)c4ccccc4[nH]3)s2)cc1C`?
TRHR agonist: -0.1; Pin1 inh: 29.6%; USP1 inh: -17.3%; IDH1 R132H inh: -12.1%; TrxR1 substrate: -2.5%[57.1 µM]; D2 ag: -1.3; TRHR PAM: -3.8; TrxR1 inh: 11.5%[57.1 µM]

What do the screens show for `O=c1c2ccccc2c(-c2ccccc2)nn1-c1ccc(Cl)c(Cl)c1`?
TRHR agonist: 0.2; Pin1 inh: -2.3%; USP1 inh: -14.9%; D2 antagonist: -22.3; IDH1 R132H inh: 0.6%; TrxR1 substrate: 9.3%[57.1 µM]; D2 ag: 0.1; TRHR PAM: 7.7; TrxR1 inh: 27.4%[57.1 µM]

What do the screens show for `CCN(CC(=O)NCc1cccs1)C(=O)c1ccc(S(=O)(=O)Nc2ccccc2OC)cc1`?
TRHR agonist: 0.1; Pin1 inh: -6.6%; USP1 inh: inconclusive; D2 antagonist: -5.0; IDH1 R132H inh: 0.7%; TrxR1 substrate: 2.6%; D2 ag: 0.0; TRHR PAM: -0.5; TrxR1 inh: 12.7%

What do the screens show for `Cc1ccc2nc(NC(=O)CN3C(=O)NC4(CCCC4)C3=O)sc2c1`?
TRHR agonist: 0.2; Pin1 inh: -10.6%; USP1 inh: -8.7%; D2 antagonist: 4.2; IDH1 R132H inh: 7.5%; TrxR1 substrate: -0.5%; D2 ag: -0.1; TRHR PAM: 12.8; TrxR1 inh: 6.5%

What do the screens show for `O=C(c1cccc(F)c1)N1CCCc2ccccc21`?
TRHR agonist: -0.7; Pin1 inh: -1.3%; USP1 inh: -8.4%; D2 antagonist: 0.8; IDH1 R132H inh: -0.4%; TrxR1 substrate: -0.2%; D2 ag: 0.0; TRHR PAM: -14.8; TrxR1 inh: 13.8%

What do the screens show for `NS(=O)(=O)c1ccc(CCNC(c2ccccc2)c2ccccc2)cc1`?
TRHR agonist: -0.8; Pin1 inh: 1.1%; USP1 inh: -7.7%; D2 antagonist: 4.5; IDH1 R132H inh: -1.0%; TrxR1 substrate: -2.7%[57.1 µM]; D2 ag: 0.7; TRHR PAM: 1.4; TrxR1 inh: -3.5%[57.1 µM]

What do the screens show for `COc1ccc(CNC(=O)CN2C(=O)NC3(CCCc4sccc43)C2=O)cc1OC` (stereo not given)?
TRHR agonist: -0.2; Pin1 inh: -0.6%; USP1 inh: -2.4%; D2 antagonist: -21.4; IDH1 R132H inh: -12.8%; TrxR1 substrate: -11.9%; D2 ag: 3.2; TRHR PAM: -4.1; TrxR1 inh: -6.4%

What do the screens show for `CCOC(=O)CSC1=C(C#N)C(c2ccccc2)C(C(C)=O)=C(C)N1` (stereo not given)?
TRHR agonist: 0.0; Pin1 inh: -3.2%; USP1 inh: inconclusive; D2 antagonist: -4.1; IDH1 R132H inh: 0.5%; TrxR1 substrate: 2.0%; D2 ag: 1.1; TRHR PAM: -4.5; TrxR1 inh: -18.2%

What do the screens show for `CCc1nc2ccccc2c(C(=O)OCc2nnc(-c3ccccc3)o2)c1C`?
TRHR agonist: 1.5; Pin1 inh: 15.7%; USP1 inh: -2.2%; D2 antagonist: -19.5; IDH1 R132H inh: 0.4%; TrxR1 substrate: 3.3%; D2 ag: 0.1; TRHR PAM: -0.4; TrxR1 inh: 18.2%

Results for O=S(=O)(c1cccc2nonc12)N1CCCCCC1 ?
TRHR agonist: -0.5; Pin1 inh: 5.6%; USP1 inh: -21.0%; D2 antagonist: -11.9; IDH1 R132H inh: -1.4%; TrxR1 substrate: -2.7%; D2 ag: 0.9; TRHR PAM: -6.4; TrxR1 inh: 8.6%

Results for N=c1c(S(=O)(=O)c2ccc(Cl)cc2)cc2c(=O)n3ccccc3nc2n1Cc1cccnc1 ?
TRHR agonist: -0.6; Pin1 inh: inconclusive; USP1 inh: -19.5%; D2 antagonist: -3.3; IDH1 R132H inh: -11.5%; TrxR1 substrate: 6.9%; D2 ag: 0.6; TRHR PAM: -1.9; TrxR1 inh: 11.5%

Results for CNC(=O)c1ccc(NC(=O)COc2ccc(-c3nn(C)c(=O)c4ccccc34)cc2)cc1 ?
TRHR agonist: -0.2; Pin1 inh: 96.1%[activator]; USP1 inh: -28.0%; IDH1 R132H inh: 16.7%; TrxR1 substrate: 4.2%; D2 ag: -0.3; TRHR PAM: 6.6; TrxR1 inh: 10.0%

What do the screens show for `CCN(Cc1ccccc1)C(=O)c1cc2ccc3cccnc3c2[nH]1`?
TRHR agonist: 1.2; Pin1 inh: 21.5%; USP1 inh: -4.2%; IDH1 R132H inh: 10.9%; TrxR1 substrate: -4.2%; D2 ag: -0.2; TRHR PAM: 14.8; TrxR1 inh: -9.0%

Results for COc1ccc(-c2nc3ccccc3n3c(-c4ccc(OC)cc4)c4c(=O)n(C)c(=O)n(C)c4c23)cc1 ?
TRHR agonist: -0.7; Pin1 inh: -5.2%; USP1 inh: -9.9%; IDH1 R132H inh: -6.4%; TrxR1 substrate: -0.8%; D2 ag: -0.6; TRHR PAM: 13.8; TrxR1 inh: 20.8%

What do the screens show for `COc1ccc(-c2sc3cc(OC)c(OC)cc3c2C#CC(C)(C)O)cc1`?
TRHR agonist: -0.5; Pin1 inh: -0.4%; USP1 inh: -26.3%; D2 antagonist: -5.7; IDH1 R132H inh: -7.2%; TrxR1 substrate: 16.9%; D2 ag: -1.2; TRHR PAM: 7.1; TrxR1 inh: 10.8%

Results for Cc1ccc(OCCCN2CCOCC2)c([N+](=O)[O-])c1 ?
TRHR agonist: 0.8; Pin1 inh: -2.6%; USP1 inh: -10.7%; D2 antagonist: -14.8; IDH1 R132H inh: 4.2%; TrxR1 substrate: -2.5%; D2 ag: 0.0; TRHR PAM: 30.7*; TrxR1 inh: -8.7%

Results for O=C(NC1CCCC1)C1CCN(C(=O)Nc2cccc(Cl)c2)CC1 ?
TRHR agonist: -0.3; Pin1 inh: -10.1%; USP1 inh: -12.3%; D2 antagonist: 6.8; IDH1 R132H inh: -12.9%; TrxR1 substrate: 2.1%; D2 ag: 0.7; TRHR PAM: -0.5; TrxR1 inh: 6.6%

Results for COc1cccc(Nc2ncnc3c2cnn3-c2cccc(C)c2)c1 ?
TRHR agonist: -0.3; Pin1 inh: -3.6%; USP1 inh: -14.2%; D2 antagonist: -1.5; IDH1 R132H inh: 15.9%; TrxR1 substrate: -1.5%; D2 ag: 8.9; TRHR PAM: 9.0; TrxR1 inh: 4.4%

What do the screens show for `O=C(NCc1nnc(SCC(=O)N2CCCCC2)o1)c1c(F)cccc1F`?
TRHR agonist: 0.3; Pin1 inh: -1.3%; USP1 inh: 1.6%; D2 antagonist: 6.0; IDH1 R132H inh: 5.8%; TrxR1 substrate: -10.7%; D2 ag: 1.5; TRHR PAM: -2.8; TrxR1 inh: -13.8%

Results for CSc1ccccc1-c1nnc(-c2ccc(Cl)c(Cl)c2)o1 ?
TRHR agonist: -0.1; Pin1 inh: -7.6%; USP1 inh: -7.6%; D2 antagonist: 0.5; IDH1 R132H inh: 9.1%; TrxR1 substrate: 7.3%[57.1 µM]; D2 ag: 1.6; TRHR PAM: -5.3; TrxR1 inh: 16.2%[57.1 µM]

What do the screens show for `Cc1cc(Br)ccc1NC(=S)N1CCOCC1`?
TRHR agonist: 0.2; Pin1 inh: -11.7%; USP1 inh: -8.4%; D2 antagonist: 4.6; IDH1 R132H inh: 0.3%; TrxR1 substrate: 6.8%[57.1 µM]; D2 ag: 6.1; TRHR PAM: -7.2; TrxR1 inh: 14.2%[57.1 µM]

Results for COC(=O)CN1C2(C#N)CCCCC2CC2CCCCC21C#N (stereo not given) ?
TRHR agonist: 0.1; Pin1 inh: -12.6%; USP1 inh: inconclusive; D2 antagonist: 3.3; IDH1 R132H inh: 0.9%; TrxR1 substrate: -11.1%; D2 ag: 0.3; TRHR PAM: -1.7; TrxR1 inh: 7.3%[57.1 µM]

What do the screens show for `CCCn1c(N)c(N2CCCCC2)c(=O)n(CC(=O)Nc2ccccc2C(F)(F)F)c1=O`?
Pin1 inh: 2.2%; USP1 inh: -7.1%; IDH1 R132H inh: 8.4%; TrxR1 substrate: -4.8%[57.1 µM]; TrxR1 inh: -12.0%[57.1 µM]

How did CCN(CC)S(=O)(=O)c1ccc(OC)c(NC(=O)c2cccc(C)c2[N+](=O)[O-])c1 do in these assays?
TRHR agonist: -0.2; Pin1 inh: 3.5%; USP1 inh: 1.3%; D2 antagonist: 3.1; IDH1 R132H inh: -1.6%; TrxR1 substrate: -4.0%; D2 ag: -1.0; TRHR PAM: 4.7; TrxR1 inh: 7.4%

Results for CCNS(=O)(=O)c1ccc(NC(=S)N2CCc3ccccc32)cc1 ?
TRHR agonist: 0.0; Pin1 inh: -3.5%; USP1 inh: -13.2%; D2 antagonist: -0.2; IDH1 R132H inh: 10.4%; TrxR1 substrate: -6.1%; D2 ag: 0.1; TRHR PAM: -2.9; TrxR1 inh: -1.9%

What do the screens show for `Cc1cc(C(=O)COC(=O)c2ccc(O)cc2O)c(C)n1C(C)C`?
TRHR agonist: 3.0; Pin1 inh: 2.5%; USP1 inh: -30.8%; D2 antagonist: 8.9; IDH1 R132H inh: 3.9%; TrxR1 substrate: 2.0%; D2 ag: -0.4; TRHR PAM: -10.0; TrxR1 inh: 14.7%
